Screens: PubChem BioAssay, several laboratories
Wnt bcat act – activators of Wnt/beta-catenin signaling. Wnt/beta-catenin reporter cell assay, activator, plate reader. activation, % at 9.35 µM. hit rate 1.2% among 300,000. AID 743398; in the data active = activation above about 30%, passing the limit was not always enough;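 note: 0% = neutral control wells and 100% = positive control wells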
SR-BI DiI-HDL act – SR-BI HDL lipid transfer activation; CHO ldlA[mSR-BI] cells, DiI-HDL uptake fluorescence, 3 h; 100 = double the neutral-control signal; activation, % at 12.5 µM; hit rate 0.096% among 320,000; AID 504775;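 active = mean replicate activation of at least 60% and every replicate at or above 60%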;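 note: 0% = median plate neutral-control signal and 100% = twice that signal; values of inactives mirror those of a sister screen read the other way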
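Test system: SR-BI-overexpressing, LDLR-lacking CHO cells. Measured by: DiI fluorescence, bottom read. Medium: Ham's F12 with 0.5% BSA, HEPES 25 mM, pH 7.4. Timing: 3 h uptake period with compound, 37 °C.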
MITF act – MITF TRPM1 promoter activation in melanoma cells; AID 588334; SK-MEL-5 TRPM1-promoter luciferase, 24 h; % of positive control, neutral wells = 0; hit rate 0.75% among 300,000; activation, % at 12.5 µM;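 active = mean activation of at least 80% with every replicate also reaching 80%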;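 note: 0% = neutral control wells and 100% = parthenolide positive control wells; values of inactives mirror those of a sister screen read the other way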
E coli growth – reduces bacterial viability in AddAB counter-screen; E. coli V3065 growth, OD600 absorbance, 18 h; inhibition, % at 11.9 µM; hit rate 0.27% among 330,000; AID 449728;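 active = inhibition above the campaign's mean inhibition across all tested compounds plus 3 SD, cut at about 9.9% in these data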;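 note: uninfected addAB+ strain grown without phage in ampicillin broth; 0% = DMSO wells and 100% = ciprofloxacin 0.95 µg/ml wells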
CAL PDZ FP-1 – human CAL PDZ-peptide interaction inhibition | hit rate 0.02% among 330,000 | AID 504414 | Q9HD26 | inhibition, % at 20 µM | purified CAL PDZ, TMR-peptide fluorescence polarization, 1 h;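 active = highest replicate inhibition of at least 40%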;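 note: plate controls were DMSO neutral control wells for no effect and unlabeled competitor peptide control wells for full effect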
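Material – purified CerCALP PDZ construct · Detection – FP readout, S and P plane fluorescence · Measure – percent inhibition from loss of millipolarization · Controls – unlabelled peptide for full inhibition, DMSO wells as neutral · Probe or stimulus – TMR-labelled reporter peptide T*-PRC34 bound in PDZ groove · Times – 1 h at RT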
phage Ecoli inh – E. coli growth loss with phage present; inhibition, % at 11.9 µM; hit rate 0.26% among 360,000; AID 651602; growth absorbance; in the data active = inhibition above about 11%
Tat export inh – blocks Tat-dependent protein export in E. coli; hit rate 0.036% among 340,000; inhibition, % at 10 µM; AID 488895; E. coli MC4100 TorA-mCherry Tat export, fluorescence;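 active = mean replicate inhibition at least 50% and at least half of replicates individually reaching 50%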;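 note: exported cargo escapes ClpAP degradation while cytoplasmic cargo is degraded and loses fluorescence; 0% = median of neutral control wells and 100% = median of NaSCN control wells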
CAL PDZ FP-2 – CAL PDZ (human) peptide binding inhibition | Q9HD26 | purified CAL PDZ, TMR-peptide fluorescence polarization, 1 h | inhibition, % at 24.9 µM | hit rate 0.92% among 300,000 | AID 602252;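 active = mean inhibition of at least 30% with at least half of replicates also reaching 30%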;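 note: 0% = DMSO neutral control and 100% = excess unlabeled competitor peptide PRC23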
SR-BI DiI inh – mouse SR-BI HDL lipid transfer inhibition; Q61009; hit rate 0.96% among 320,000; ldlA[mSR-BI] CHO cells, DiI-HDL uptake fluorescence, 3 h; AID 488896; inhibition, % at 12.5 µM;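 active = mean replicate inhibition of at least 70% and a set share of replicates each scoring 70 or more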;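 note: 0% = median of neutral control wells and 100% = median of positive control wells; values of inactives mirror those of a sister screen read the other way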
Target sequence (Q61009 whole entry, looked up): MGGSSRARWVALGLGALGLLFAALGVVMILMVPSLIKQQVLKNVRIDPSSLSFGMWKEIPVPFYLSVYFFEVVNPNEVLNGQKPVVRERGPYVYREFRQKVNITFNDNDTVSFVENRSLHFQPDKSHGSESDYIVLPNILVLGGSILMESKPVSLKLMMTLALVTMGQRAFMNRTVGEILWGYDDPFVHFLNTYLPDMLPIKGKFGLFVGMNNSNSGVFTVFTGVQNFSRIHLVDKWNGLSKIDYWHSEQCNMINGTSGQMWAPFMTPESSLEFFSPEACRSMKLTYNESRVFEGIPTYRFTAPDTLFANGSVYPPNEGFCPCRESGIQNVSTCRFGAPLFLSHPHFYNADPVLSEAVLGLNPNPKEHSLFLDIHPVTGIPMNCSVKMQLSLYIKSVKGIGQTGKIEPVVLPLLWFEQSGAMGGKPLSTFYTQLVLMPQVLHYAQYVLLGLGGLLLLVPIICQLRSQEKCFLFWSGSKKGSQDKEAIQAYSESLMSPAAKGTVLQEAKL
AddAB inh – less growth of phage-infected E. coli with AddAB. E. coli expressing H. pylori AddAB, absorbance growth. inhibition, % at 11.9 µM. hit rate 0.29% among 330,000. AID 435030; in the data active = inhibition above about 12%;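 note: 0% = vehicle wells of infected cells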
* marks the source's active call; other numbers are inactive results; . = not tested or not shown. Not a hit list; 3.6% or so of the library scored in one or more.

Below each compound: Wnt bcat act	SR-BI DiI-HDL act	MITF act	E coli growth	CAL PDZ FP-1	phage Ecoli inh	Tat export inh	CAL PDZ FP-2	SR-BI DiI inh	AddAB inh
Cc1onc(-c2ccccc2Cl)c1C(=O)Nc1c(C)n(C)n(-c2ccccc2)c1=O
  .	16	-14	-0.2	0.7	-0.2	-7	1	-16	-0.4
O=[N+]([O-])c1ccc(Sc2ncccn2)c([N+](=O)[O-])c1
  -2	-6	.	-0.1	0.2	0.2	-8	.	6	-1.9
O=C(NCCCN1CCOCC1)c1cc2ccccc2o1
  .	18	9	0.4	-1.0	0.8	-2	0	-18	1.7
CCn1c(O)c(/C=N/N=C2CCCCC2)c2cc(C3=NNC(=O)CC3)ccc21
  -3	-28	-6	-1.4	-0.2	1.4	-2	15	28	0.6
COc1cc(C(=O)CSc2nccn2C)cc(OC)c1OC
  -1	-6	22	0.1	-2.3	1.1	-6	-6	6	4.4
CC(=O)N1c2ccc(S(=O)(=O)N(C)c3cc(C)ccc3C)cc2CC1C (centres undefined)
  0	-8	2	-1.9	-1.1	-0.4	-6	-9	8	-1.0
O=C(c1ccc(F)cc1)C1CCN(Cc2ccccc2)CC1
  2	-6	0	.	-1.1	1.2	-4	.	6	.
Cc1ccc(NC(=O)CCN2C(=O)NC3(CCCC3)C2=O)c(C)c1
  -3	16	11	-0.1	-1.5	2.3	-2	.	-16	2.8
CCNc1nc(-c2ccc(OC(F)F)cc2)c(C)s1
  -2	-44	60	0.1	-0.3	3.7	7	.	44	-0.9
Cc1cc(NC(=O)c2cc(F)c(F)cc2Cl)no1
  1	1	4	2.4	0.3	5.9	1	-1	-1	1.9

6 consecutive compounds from above:
Below each compound: Wnt bcat act	SR-BI DiI-HDL act	MITF act	E coli growth	CAL PDZ FP-1	phage Ecoli inh	Tat export inh	CAL PDZ FP-2	SR-BI DiI inh	AddAB inh
O=C(NCCCN1CCOCC1)c1cc2ccccc2o1
  .	18	9	0.4	-1.0	0.8	-2	0	-18	1.7
CCn1c(O)c(/C=N/N=C2CCCCC2)c2cc(C3=NNC(=O)CC3)ccc21
  -3	-28	-6	-1.4	-0.2	1.4	-2	15	28	0.6
COc1cc(C(=O)CSc2nccn2C)cc(OC)c1OC
  -1	-6	22	0.1	-2.3	1.1	-6	-6	6	4.4
CC(=O)N1c2ccc(S(=O)(=O)N(C)c3cc(C)ccc3C)cc2CC1C (centres undefined)
  0	-8	2	-1.9	-1.1	-0.4	-6	-9	8	-1.0
O=C(c1ccc(F)cc1)C1CCN(Cc2ccccc2)CC1
  2	-6	0	.	-1.1	1.2	-4	.	6	.
Cc1ccc(NC(=O)CCN2C(=O)NC3(CCCC3)C2=O)c(C)c1
  -3	16	11	-0.1	-1.5	2.3	-2	.	-16	2.8

(listing goes on)
Below each compound: Wnt bcat act	SR-BI DiI-HDL act	MITF act	E coli growth	CAL PDZ FP-1	phage Ecoli inh	Tat export inh	CAL PDZ FP-2	SR-BI DiI inh	AddAB inh
COc1ccc(C)cc1NC(=O)CN1CCN(S(=O)(=O)c2ccc(Br)cc2)CC1
  .	14	2	-0.9	-1.3	1.4	-14	-3	-14	5.1
CCCOC(=O)c1ccc(Oc2c(-c3ccc(OCC)cc3O)n[nH]c2C)cc1
  .	-25	-16	9.2	-2.5	7.8	-2	1	25	5.8
CC1(C)CC(=O)c2sc(NS(=O)(=O)Cc3ccccc3)nc2C1
  .	-1	23	2.8	-0.9	0.9	8	.	1	1.5
COc1cc(CNCc2ccc(OC)c(OC)c2OC)cc(OC)c1
  -3	24	0	0.7	-0.9	-1.1	15	.	2	3.7
O=C(NC(=S)NCCCN1CCOCC1)c1ccc([N+](=O)[O-])cc1
  -3	9	-5	0.2	-1.4	1.4	-1	2	-9	1.0
CCn1ccc(C(=O)NCc2ccc3c(c2)OCO3)n1
  0	.	10	1.5	-1.3	1.4	-4	2	-28	0.8
CC(=O)CCc1ccccc1
  -1	-1	2	-3.2	0.4	2.6	-1	2	1	2.4
Cn1c(SCc2ccccc2[N+](=O)[O-])nnc1-c1cccnc1
  19	14	28	-1.5	-1.7	2.3	9	0	-14	0.4
O=C(NCC1CCCO1)c1csc2c1CCCCC2 (centres undefined)
  .	6	9	0.4	-1.9	-0.3	-1	-1	-6	1.4
COc1ccc(C(C)(C)C)cc1NC(=O)COC(=O)c1cnc(C)cn1
  .	-6	-6	0.4	-0.9	-0.4	-6	3	6	1.7
Cc1cc(N2C(=O)C3C4C=CC(C4)C3C2=O)ccc1NC(=O)c1cccs1 (centres undefined)
  .	3	6	1.5	0.5	2.6	-4	0	-3	4.3
O=C(c1cccc(S(=O)(=O)N2CCOCC2)c1)N(CCO)Cc1ccccc1
  .	19	12	-1.4	-2.5	0.6	1	0	-19	1.7
CC(=O)Nc1ccc(C2=CC(=O)C[C@H](c3ccc(Cl)cc3)C2)cc1
  -2	-9	34	-1.4	-1.1	2.4	0	-2	9	-0.4
Cc1cccc(NS(=O)(=O)c2cc(C(=O)OCC(=O)Nc3cc(C)on3)ccc2C)c1
  -1	10	0	0.7	-0.8	1.5	-2	-3	-10	-1.7
O=C1Nc2cc(C(=O)N3CCc4ccccc4C3)ccc2S/C1=C\c1ccccc1
  -6	-2	10	0.3	-0.5	-1.3	25	0	2	4.5
Cc1ccc(SC[C@H](c2ccccc2)N2CCN(CCc3ccccc3)CCC2=O)cc1
  3	-11	10	-1.4	-0.8	1.8	-1	-5	11	-1.0
O=C(CC(NS(=O)(=O)c1ccc(Cl)cc1)c1ccco1)NCc1cccnc1 (centres undefined)
  .	22	-4	-1.6	0.4	1.5	-5	-6	-22	4.2
Cc1cccc(Nc2nnc(SCC(=O)NC3CCCc4ccccc43)s2)c1C (centres undefined)
  .	-45	-5	-1.4	-1.6	3.6	-6	-4	45	1.7
O=c1c2cccc3c2c(nn1-c1ccccc1)-c1ccccc1-3
  .	2	-12	2.9	-0.2	4.2	-6	1	-2	7.1
COCCn1c(=NC(=O)/C=C/c2ccccc2)sc2cc(NC(C)=O)ccc21
  .	-88	9	-1.6	-0.1	1.2	-7	-6	88*	-1.7
O=C(/C=C/c1ccccc1)CCN1CCOCC1
  -1	2	.	.	-1.6	1.3	0	-3	-2	.
C/C(=N\NC(=O)c1cccc(C)c1)c1ccc(N2CCOCC2)cc1
  .	20	20	-1.1	-3.5	1.3	2	0	-20	1.7
CCC(=O)N(c1nnc(SCC(=O)NN2C(=O)NC3(CCC(C)CC3)C2=O)s1)C1CC1 (centres undefined)
  4	-22	-4	1.2	0.2	-0.3	-8	.	22	0.3
CC(=O)Oc1ccc(N(C(C)=O)S(=O)(=O)c2cc([N+](=O)[O-])ccc2C)cc1
  -4	18	1	-0.1	0.2	3.6	1	-3	-18	3.5
N#Cc1c(/N=C\c2ccc(O)c([N+](=O)[O-])c2)sc2c1CCCC2
  14	12	19	-3.0	-1.2	2.8	-1	-1	-12	2.0
NC(=O)COc1ccccc1C(=O)NC12CC3CC(CC(C3)C1)C2
  -2	3	-2	0.6	-1.6	1.6	4	0	-3	1.3
CCOc1ccc(C(=O)NC2CCN(C(=O)NCc3ccccc3)CC2)cc1
  -8	-20	-10	-0.4	-2.7	1.7	-7	-3	20	2.1
O=c1nc2n(CCO)c3ccccc3cc-2c(=O)[nH]1
  -2	4	-1	.	-0.6	3.2	-10	3	-4	.
CC(C)C(c1nnnn1Cc1ccc(F)cc1)N1CCN(C2CCCCC2)CC1 (centres undefined)
  .	23	-3	3.1	-1.2	-1.1	-2	-4	-23	-0.8
O=C1CCCN2N=C(SCC(=O)Nc3cccc(C(F)(F)F)c3)SC2=N1
  -4	-9	-14	0.4	-1.7	1.0	1	0	9	3.1
COc1ccccc1NC(=O)CN1CCN(c2ccc(F)cc2)CC1
  0	0	.	.	1.1	-0.7	1	0	0	.
Cn1cc(S(=O)(=O)N2CCC3(CC2)OCCO3)c(=O)n(C)c1=O
  -3	33	.	0.1	-0.5	2.3	10	-3	-33	0.3
Cc1cccc(N2CC(C(=O)Nc3nc4ccc(S(C)(=O)=O)cc4s3)CC2=O)c1C (centres undefined)
  -1	0	-7	-3.0	-1.6	-0.4	3	.	0	1.7
O=S(=O)(Nc1ccc(-c2nc3cccnc3s2)cc1)c1ccc(Cl)s1
  -3	6	.	-0.8	0.4	2.7	5	-4	-6	0.0
CCOc1ccc(CSCCNC(=S)Nc2ccc(OC)cc2)cc1
  -1	-25	-5	1.5	0.3	0.3	6	-5	25	2.6
CC(Oc1cccc(Br)c1)C(=O)NNC(=O)CCNC(=O)c1ccccc1Cl (centres undefined)
  1	10	13	0.9	-0.3	5.8	8	-2	-10	0.1
N#Cc1cccnc1N1CCN(C(=O)c2cccc3c2C(=O)c2ccc(-c4ccc(Cl)c(C(F)(F)F)c4)cc2S3(=O)=O)CC1
  .	-28	-4	1.3	-0.8	.	-15	-3	28	3.9
COC(c1ccccc1)c1nnc(CCC(=O)N2CCN(C3CCCC3)CC2)o1 (centres undefined)
  -2	0	-7	1.1	-1.1	2.7	-5	4	0	0.2
CCOc1ccccc1NC(=O)NC(=O)N(C)S(C)(=O)=O
  0	.	-7	3.3	-0.2	3.1	-2	4	.	0.5
CC1CCCN(CC(=O)Nc2cc(Cl)ccc2Oc2ccccc2)C1 (centres undefined)
  -15	-58	-9	1.4	0.0	0.0	12	-2	58	3.8
COC(=O)c1c(C)n(-c2ccc(C)cc2)c2ccc(O)cc12
  .	-45	3	0.8	-1.7	0.6	4	.	45	1.5
CC(C)c1ccc(/C=C(\c2nc3ccccc3[nH]2)S(=O)(=O)c2ccccc2)cc1
  .	9	-87	-2.6	-0.7	4.8	12	0	-9	2.8
O=C(NCc1ccc(F)cc1)c1cc(S(=O)(=O)N2CCOCC2)ccc1F
  .	41	9	1.2	-2.8	-0.8	2	.	-41	-0.4
COc1cc(Cl)c(C)cc1NC(=O)c1ccc(S(C)(=O)=O)cc1
  0	-39	-4	2.5	-1.1	3.6	-1	0	39	3.9
COc1ccc(C2/C=C\CC(NC(=O)OCC3c4ccccc4-c4ccccc43)CC(=O)N2Cc2ccccc2F)cc1 (centres undefined)
  .	-29	-9	2.0	-0.4	.	-7	1	29	1.5
C/C(=N\NS(=O)(=O)c1ccc([N+](=O)[O-])cc1)c1ccc2c(c1)OCO2
  3	12	2	.	-0.2	2.3	-6	-4	-12	.
Cc1ccc(N(CC(=O)NC(C)C)C(=O)CCC(=O)Nc2nccs2)c(C)c1
  -3	34	-1	-3.1	0.4	3.0	-2	-7	-34	-4.9
